Bioassay records (PubChem BioAssay)
U2OS ROS induce: cancer cell ROS induction | U2OS ROS induction, H2DCF-DA fluorescence | ROS induction (% of piperlongumine), % at 10 µM | actives 2% (n = 46,000) | AID 624156; in the data active means ROS induction above about 79%, passing the limit was not always enough; inconclusive means no clear call, values can overlap the other calls;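 further: 0% = DMSO vehicle median and 100% = reference compound median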
An asterisk follows results filed as active; ? = inconclusive; & = joins results of further samples.

SMILES | U2OS ROS induce
C[C@H]1CN([C@@H](C)CO)C(=O)c2cc(NC(=O)NC3CCCCC3)ccc2O[C@H]1CN(C)C(=O)Nc1ccccc1 | -11
COc1ccc(S(=O)(=O)Nc2ccc3c(c2)C(=O)N([C@H](C)CO)C[C@@H](C)[C@@H](CN(C)C(=O)Nc2ccc(C(F)(F)F)cc2)O3)cc1 | 38
Cc1noc(C)c1NC(=O)Nc1ccc2c(c1)C(=O)N([C@H](C)CO)C[C@H](C)[C@H](CN(C)C(=O)NC(C)C)OCCCC[C@@H](C)O2 | -2
COc1ccc(NC(=O)CN(C2CCCCC2)S(=O)(=O)c2ccc(Cl)cc2)cc1 | 9
N#Cc1c(C(F)(F)F)cc(-c2cccs2)nc1SCC(=O)c1ccccc1 | 747*
C[C@@H]1CN([C@H](C)CO)C(=O)c2cc(NS(=O)(=O)c3cccs3)ccc2O[C@@H]1CN(C)C(=O)Nc1ccc2c(c1)OCO2 | -3
C[C@@H]1CN([C@@H](C)CO)C(=O)c2cccc(NC(=O)C3CCCCC3)c2O[C@H]1CN(C)C(=O)Nc1ccc(F)cc1 | -7
O=C(N/N=C/c1cccc(Br)c1)c1ccccc1O | -16
COC(=O)CCCCCCC(=O)N/N=C/c1ccc(O)c(O)c1O | -9
Cc1noc(C)c1NC(=O)Nc1ccc2c(c1)C(=O)N([C@H](C)CO)C[C@H](C)[C@@H](CN(C)C)O2 | 2
COC(=O)CCCCCCC(=O)N/N=C/c1cc(I)cc(I)c1O | -7
CC(C)NC(=O)N(C)C[C@H]1Oc2c(NC(=O)Nc3ccc(C(F)(F)F)cc3)cccc2C(=O)N([C@@H](C)CO)C[C@@H]1C | -4
Cc1ccc(NC(=O)CN(c2cccc(F)c2)S(C)(=O)=O)cc1 | -9
Cc1noc(C)c1NC(=O)N(C)C[C@H]1OCCCC[C@@H](C)Oc2ccc(NC(=O)CCC(F)(F)F)cc2C(=O)N([C@H](C)CO)C[C@@H]1C | 7
Cc1ccc(CN(CC(=O)O)S(=O)(=O)c2c(C)cc(C)cc2C)cc1 | -3
O=C(Nc1cccc(F)c1)c1cccc(-c2cc3ccccc3oc2=O)c1 | -4
CCCN(C)C[C@@H]1OCCCC[C@@H](C)Oc2ccc(NC(=O)Nc3ccc(C(F)(F)F)cc3)cc2C(=O)N([C@H](C)CO)C[C@@H]1C | 12
CC(=O)Oc1ccc2cc(-c3nc(-c4ccccc4)c(C)s3)c(=O)oc2c1 | 12
C[C@@H]1CN([C@@H](C)CO)C(=O)c2cccc(NS(=O)(=O)c3cn(C)cn3)c2O[C@H]1CN(C)C(=O)Nc1cccc2ccccc12 | -2
C[C@H](CO)N1C[C@H](C)[C@@H](CN(C)Cc2ccc3c(c2)OCO3)Oc2ccc(NS(C)(=O)=O)cc2C1=O | 14
Cc1ccc(-c2nnc3c4ccccc4c(C)nn23)cc1S(=O)(=O)NCc1cccnc1 | 32
CCC(C)NC(=O)C1CCCN(S(=O)(=O)c2cccc3cccnc23)C1 (configuration not stated) | -2
Clc1cccc(Cl)c1NC1=NCCN1 | -11&-9
C[C@@H]1CN([C@H](C)CO)C(=O)Cc2cc(NC(=O)Nc3ccccc3)ccc2O[C@@H]1CN(C)C(=O)Nc1ccc(F)cc1 | -5
O=C1Nc2cc(C(=O)N3CCC(Cc4ccccc4)CC3)ccc2Sc2ccccc21 | 34

Rewritten in markdown: entries from further up.
| mol | U2OS ROS induce |
| --- | --- |
| C[C@@H]1CN([C@@H](C)CO)C(=O)c2cccc(NS(=O)(=O)c3cn(C)cn3)c2O[C@H]1CN(C)C(=O)Nc1cccc2ccccc12 | -2 |
| C[C@H](CO)N1C[C@H](C)[C@@H](CN(C)Cc2ccc3c(c2)OCO3)Oc2ccc(NS(C)(=O)=O)cc2C1=O | 14 |
| Cc1ccc(-c2nnc3c4ccccc4c(C)nn23)cc1S(=O)(=O)NCc1cccnc1 | 32 |
| CCC(C)NC(=O)C1CCCN(S(=O)(=O)c2cccc3cccnc23)C1 (configuration not stated) | -2 |
| Clc1cccc(Cl)c1NC1=NCCN1 | -11&-9 |
| C[C@@H]1CN([C@H](C)CO)C(=O)Cc2cc(NC(=O)Nc3ccccc3)ccc2O[C@@H]1CN(C)C(=O)Nc1ccc(F)cc1 | -5 |

Remaining list, next part
SMILES | U2OS ROS induce
COc1ccc(NC(=O)Nc2cccc3c2O[C@H](CN(C)C(=O)Nc2ccccc2)[C@@H](C)CN([C@@H](C)CO)C3=O)cc1 | -3
O=c1[nH][nH]c(=O)n1CCCc1cc2cccc3ccc4cccc1c4c32 | 19
C=C1C(=O)O[C@H]2C1[C@H](OC(=O)/C(=C/CO)COC(=O)/C(C)=C/CO)CC(=C)[C@@H]1CC(=O)[C@@H](C)[C@@H]12 (some centres not stated) | 87*
COc1cc2cc(C)nc(Cc3cccc4ccccc34)c2cc1OC | 64
C[C@@H]1CN([C@H](C)CO)C(=O)c2cc(NC(=O)NC3CCCCC3)ccc2O[C@@H]1CN(C)Cc1ccncc1 | -5
C[C@@H]1CN([C@H](C)CO)C(=O)c2cc(NC(=O)CCN3CCOCC3)ccc2O[C@@H]1CN(C)C(=O)Nc1ccc(C(F)(F)F)cc1 | -6
Cc1ccc(S(=O)(=O)N(CC(=O)O)c2ccc(C)c(C)c2)cc1 | -10
COc1ccc(N(C(C)=O)S(=O)(=O)c2cc(OC)ccc2OC)cc1 | -11
C[C@H]1CN([C@@H](C)CO)C(=O)c2cc(N(C)C)ccc2O[C@H]1CN(C)C(=O)Nc1ccc(F)cc1 | 74
COc1cc(=O)n(C)c2c(OCC(O)C(C)(C)O)cccc12 (configuration not stated) | 10
Cc1ccc(S(=O)(=O)Nc2ccc3c(c2)CC(=O)N([C@H](C)CO)C[C@@H](C)[C@H](CN(C)C(=O)Nc2c(C)noc2C)O3)cc1 | -3
C=CCn1c(=S)sc2c(=O)n(/N=C/c3ccc(Cl)cc3Cl)c(C)nc21 | 10
C[C@H](CO)N1C[C@H](C)[C@H](CN(C)C(=O)Nc2ccccc2)Oc2ccc(NC(=O)Cc3cn(C)c4ccccc34)cc2C1=O | 1
Cc1ccc(S(=O)(=O)Nc2ccc3c(c2)C(=O)N([C@@H](C)CO)C[C@@H](C)[C@H](CN(C)C(=O)Nc2ccc4c(c2)OCO4)O3)cc1 | 0
COc1ccccc1S(=O)(=O)N(C)C[C@H]1OCc2cnnn2CCCC(=O)N([C@@H](C)CO)C[C@H]1C | 5
CN1CCc2cc3c(cc2C(=O)Cc2ccc4c(c2C1)OCO4)OCO3 | -3&-3
O=C(COc1ccc(Cl)cc1Cl)Nc1ccc(O)c(-c2nc3ccccc3s2)c1 | -13
C[C@@H]1CN([C@@H](C)CO)C(=O)c2cc(NC(=O)C3CC3)ccc2O[C@H]1CN(C)C(=O)Nc1ccc(F)cc1 | -5
C[C@@H]1CN([C@@H](C)CO)C(=O)c2cc(NS(=O)(=O)c3ccc(F)cc3)ccc2O[C@@H]1CN(C)S(=O)(=O)c1cn(C)cn1 | -6
CN(C)C(=O)Oc1cccc([N+](C)(C)C)c1 | -1
CC(C)NC(=O)Nc1ccc2c(c1)CC(=O)N([C@H](C)CO)C[C@@H](C)[C@@H](CN(C)Cc1ccc(-c3ccccc3)cc1)O2 | 26
Cc1cc(C)n(CCS(=O)(=O)c2ccc(Cl)cc2)n1 | 3
COc1ccc(S(=O)(=O)Nc2cccc3c2O[C@H](CN(C)S(=O)(=O)c2cn(C)cn2)[C@H](C)CN([C@@H](C)CO)C3=O)cc1 | -12
O=C(NCCc1ccccc1)C1CCN(S(=O)(=O)N2CCCCC2)CC1 | 2
N#C/C(=C\c1ccc(O)c(O)c1)C(=O)Nc1ccccc1 | 12
(next part)
SMILES | U2OS ROS induce
CCc1c(C)c(C#N)c2[nH]c3ccccc3n2c1=O | ?
Cc1ccc(S(=O)(=O)N(C)C[C@H]2Oc3ccc(NC(=O)NC(C)C)cc3CC(=O)N([C@@H](C)CO)C[C@@H]2C)cc1 | 36
C[C@@H]1CN([C@@H](C)CO)C(=O)c2cccc(NS(=O)(=O)c3ccc(F)cc3)c2O[C@@H]1CN(C)Cc1ccc(C(=O)O)cc1 | 23
C[C@H]1CN([C@@H](C)CO)C(=O)c2cccc(NC(=O)Nc3ccc4c(c3)OCO4)c2O[C@@H]1CN(C)Cc1ccc(Oc2ccccc2)cc1 | 4
C[C@@H]1CCCCO[C@@H](CN(C)S(=O)(=O)c2ccccc2)[C@@H](C)CN([C@H](C)CO)C(=O)c2cc(NS(C)(=O)=O)ccc2O1 | 65
C[C@H]1CN([C@@H](C)CO)C(=O)c2cc(NS(=O)(=O)c3cccs3)ccc2O[C@H]1CN(C)S(=O)(=O)c1cn(C)cn1 | -7
Cc1noc(C)c1S(=O)(=O)Nc1ccc2c(c1)C(=O)N([C@H](C)CO)C[C@@H](C)[C@H](CN(C)Cc1ccc(Cl)c(Cl)c1)O2 | 33
CS(=O)(=O)N(CC(=O)NCc1ccco1)c1ccccc1Br | 1
C[C@@H]1CN([C@@H](C)CO)C(=O)c2cc(NC(=O)c3ccncc3)ccc2O[C@H]1CN(C)CC1CCCCC1 | -3
Cc1ccc(S(=O)(=O)Nc2cccc3c2O[C@@H](CN(C)S(=O)(=O)c2ccccc2)[C@@H](C)CN([C@@H](C)CO)C3=O)cc1 | -2
CC(=O)Nc1ccc2oc(-c3ccc(C#N)cc3)cc(=O)c2c1 | 35
C[C@@H]1CN([C@@H](C)CO)C(=O)c2cc(NC(=O)c3ccncc3)ccc2O[C@@H]1CN(C)Cc1ccc(Cl)c(Cl)c1 | 20
O=c1c(I)cn(Cc2ccccc2)c(=O)n1Cc1ccccc1 | -6
CCN(CC)c1nc2ccccc2c(=O)s1 | -17
O=C(Cn1nc(-c2ccccc2)ccc1=O)NCc1cccs1 | -10
[N-]=[N+]=Nc1ccccc1C[C@]1(C(=O)N2CCOCC2)N=C(c2ccc(OCCCO)cc2)O[C@H]1c1ccccc1 | 9
Cc1ccc(-c2noc(C(C)c3ccc(CC(C)C)cc3)n2)cc1 (configuration not stated) | 2
c1ccc(-c2noc(CSc3nnc(C4CC4)n3-c3ccccc3)n2)cc1 | 1
O=C(NCc1ccccc1)[C@@]1(Cc2ccccc2)COC(c2ccc(OCCCO)cc2)=N1 | 22
O=C1c2cc(O)cc(O)c2C(=O)c2c(O)cc(CO)cc21 | 8
Cc1ccc(S(=O)(=O)N(C)C[C@@H]2Oc3ncc(Br)cc3C(=O)N([C@H](C)CO)C[C@@H]2C)cc1 | 1
C[C@@H]1CN([C@@H](C)CO)C(=O)CCCn2nncc2CO[C@H]1CN(C)Cc1ccccc1C(F)(F)F | -14
C[C@@H]1CN([C@H](C)CO)C(=O)c2cc(NS(=O)(=O)c3ccc(Cl)cc3)ccc2O[C@H]1CN(C)Cc1ccc(-c2ccccc2)cc1 | 4
CC(C)NC(=O)N(C)C[C@@H]1Oc2c(NC(=O)NC3CCCCC3)cccc2C(=O)N([C@H](C)CO)C[C@H]1C | -5
CCOC(=O)c1c(C)nsc1Nc1cc(C)ccc1C | 22
The results go on.
SMILES | U2OS ROS induce
Cc1ccc(S(=O)(=O)Nc2ccc3c(c2)CC(=O)N([C@@H](C)CO)C[C@H](C)[C@H](CN(C)S(=O)(=O)c2ccc(Cl)cc2)O3)cc1 | 15
CCN(CC)CCNC(=O)c1ccc(N)cc1 | -6&-3
Cc1ccc(C(=O)NCCC2=CCCCC2)cc1 | 4
CCOC(=O)N1CCN(CC(O)COCc2ccc(Cl)cc2)CC1 (configuration not stated) | -7
O=C(NCc1ccccn1)Nc1ccc(F)cc1F | -9
O=C(Nc1ccc(C23CC4CC(CC(C4)C2)C3)cc1)c1cccs1 | 7
CC(C)NC(=O)Nc1ccc2c(c1)CC(=O)N([C@@H](C)CO)C[C@H](C)[C@@H](CN(C)C(=O)Nc1ccc3c(c1)OCO3)O2 | 5
CC(=O)O[C@]1(C(C)=O)CCC2C3C=C(C)C4=CC(=O)CCC4(C)C3CCC21C (some centres not stated) | 38
C[C@H](CO)N1C[C@H](C)[C@H](CN(C)Cc2ccc(C(=O)O)cc2)Oc2c(NC(=O)Nc3ccc4c(c3)OCO4)cccc2C1=O | -8
C[C@H](CO)N1C[C@H](C)[C@H](CN(C)S(=O)(=O)c2cn(C)cn2)Oc2ccc(NC(=O)C3CC3)cc2C1=O | -8
C[C@@H]1CN([C@H](C)CO)C(=O)Cc2cc(N(C)C)ccc2O[C@@H]1CN(C)C(=O)Nc1ccccc1 | 7
C[C@@H]1CN([C@H](C)CO)C(=O)c2cc(NC(=O)CCCCCC(=O)Nc3ccccc3N)ccc2O[C@H]1CN(C)C(=O)Nc1ccc(C(F)(F)F)cc1 | 20
Cc1oc(C(C)(C)C)cc1C(=O)N1CCCC1C(=O)O (configuration not stated) | -19
CC1CCCC2OC2C(=O)c2c(O)cc(O)cc2CC(=O)O1 (configuration not stated) | -6
C[C@H](CO)N1C[C@H](C)[C@H](CN(C)S(=O)(=O)c2ccccc2)Oc2ncc(-c3cc4ccccc4o3)cc2C1=O | 15
O=C(Nc1nc(=O)c2ccccc2s1)c1ccccc1 | -9
CC(=O)N1CN(C2CCS(=O)(=O)C2)Cc2c1sc1c2CCCC1 (configuration not stated) | 12
C[C@H](CO)N1C[C@H](C)[C@H](CN(C)S(=O)(=O)c2ccccc2)Oc2c(NS(=O)(=O)c3ccc(Cl)cc3)cccc2C1=O | 17
CCC(C)N1CCC2(CC1)N=c1c(c3c4c5c(C)c(O)c3c(O)c1=NC(=O)/C(C)=C\C=C[C@H](C)[C@H](O)[C@@H](C)[C@@H](O)[C@@H](C)[C@H](OC(C)=O)[C@H](C)[C@@H](OC)/C=C\O[C@@](C)(O5)C4=O)N2 (some centres not stated) | 5

As a short view, part of the list above:
SMILES | U2OS ROS induce
C[C@@H]1CN([C@H](C)CO)C(=O)Cc2cc(N(C)C)ccc2O[C@@H]1CN(C)C(=O)Nc1ccccc1 | 7
C[C@@H]1CN([C@H](C)CO)C(=O)c2cc(NC(=O)CCCCCC(=O)Nc3ccccc3N)ccc2O[C@H]1CN(C)C(=O)Nc1ccc(C(F)(F)F)cc1 | 20
Cc1oc(C(C)(C)C)cc1C(=O)N1CCCC1C(=O)O (configuration not stated) | -19

The list is partial; rates above refer to the full screens.
